EPAC2 ag = qHTS for Agonist of cAMP-regulated guanine nucleotide exchange factor 4 (EPAC2): primary screen | Rap guanine nucleotide exchange factor 4 (Homo sapiens), Q8WZA2 | EPAC2 activation, biochemical qHTS; response scale: 100% = 6.5 mM cAMP response | Potency, µM (doses to about 154 µM), for the others: at the top dose activation, usual class: activators | 360,000 tested, 0.079% active | AID 720711, 2013; note: potency is the fitted concentration of half-maximal effect; nearly all actives have a fitted effect of over 50% in size
Target sequence (Q8WZA2 whole entry, looked up): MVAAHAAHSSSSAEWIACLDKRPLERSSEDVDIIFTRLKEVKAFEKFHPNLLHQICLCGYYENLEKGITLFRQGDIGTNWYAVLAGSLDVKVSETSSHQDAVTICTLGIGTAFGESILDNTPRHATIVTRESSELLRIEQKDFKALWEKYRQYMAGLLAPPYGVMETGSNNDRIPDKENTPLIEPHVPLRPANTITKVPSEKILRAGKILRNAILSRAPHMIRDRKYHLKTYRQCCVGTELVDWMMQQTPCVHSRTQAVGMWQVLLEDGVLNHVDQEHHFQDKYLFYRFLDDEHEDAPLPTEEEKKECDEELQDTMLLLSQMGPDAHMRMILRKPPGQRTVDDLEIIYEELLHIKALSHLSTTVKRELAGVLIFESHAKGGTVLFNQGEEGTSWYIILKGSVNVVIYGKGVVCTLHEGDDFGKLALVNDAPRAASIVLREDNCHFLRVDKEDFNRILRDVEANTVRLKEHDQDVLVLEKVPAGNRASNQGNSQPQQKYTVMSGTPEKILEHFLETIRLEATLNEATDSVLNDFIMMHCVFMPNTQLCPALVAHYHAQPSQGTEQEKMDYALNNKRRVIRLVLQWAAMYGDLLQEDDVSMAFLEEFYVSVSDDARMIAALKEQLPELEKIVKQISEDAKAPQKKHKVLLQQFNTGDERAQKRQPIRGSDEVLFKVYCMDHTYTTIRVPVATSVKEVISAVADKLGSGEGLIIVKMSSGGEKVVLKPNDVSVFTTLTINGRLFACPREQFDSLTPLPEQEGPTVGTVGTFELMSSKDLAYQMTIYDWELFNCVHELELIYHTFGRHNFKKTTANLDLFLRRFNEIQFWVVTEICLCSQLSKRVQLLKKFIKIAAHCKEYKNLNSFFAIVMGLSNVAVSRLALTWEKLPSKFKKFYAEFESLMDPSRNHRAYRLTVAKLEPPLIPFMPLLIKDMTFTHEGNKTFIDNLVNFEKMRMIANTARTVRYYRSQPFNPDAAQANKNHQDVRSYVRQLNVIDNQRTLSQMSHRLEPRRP
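Compounds were titrated in qHTS against a Rap1B-BODIPY-GDP (250 nM) complex with EPAC2 (100 nM) and GDP (50 uM). BODIPY-GDP release tracked at 480/540 nm over 30 min at room temperature, normalized to 6.5 mM cAMP.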
DRD3 agonist = qHTS of D3 Dopamine Receptor Agonist: qHTS; D(3) dopamine receptor (Homo sapiens), P35462; D3R DiscoveRx beta-arrestin cells, luminescence, 90 min; max activation, %; 410,000 tested, 0.58% active; in the data active = max activation above about 30%; note: 0% is about no effect; mostly tested at two doses, the higher about 12 µM
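Cells at 1500/well, incubated overnight, then treated with pinned compounds (dopamine as control) for 90 min at 37 degrees C. DiscoveRx reagent added for 30 - 60 minutes at room temperature; luminescence read.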
CCT chaperon mod = High-Throughput Screening for Modulators of Cytosolic Chaperonin Activity; purified chaperonin ATPase assay, HTRF ADP detection, 30 min; activity change, % (no concentration beside the values), hits read low; 360,000 tested, 0.3% active; in the data active = activity change below about -30%; note: % is set by controls: 0 for no effect and ±100 for the full control effect
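First, chaperonin was dispensed at 40 nM or 20 nM final depending on batch activity. Next, compounds were pinned at 76 uM and ATP added at 10 uM. After 30 min at 37 °C, ADP detection reagents ran 30 min at ambient temperature.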
D3 antag = qHTS of D3 Dopamine Receptor Antagonist: qHTS; AID 652054, 2013; max response, negative = inhibition, %; D(3) dopamine receptor (Homo sapiens), P35462; 360,000 tested, 2.5% active; D3R cells, DiscoveRx beta-arrestin luminescence, antagonist mode; hits give low values; in the data active = max response below about -50%; inconclusive = no clear call, values can overlap the other calls; note: % is set by controls: 0 for no effect and ±100 for the full control effect; mostly tested at two doses, the higher about 12 µM
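Cells plated overnight at 1500 cells/well, then exposed to library compounds with dopamine controls for 90 minutes at 37 degrees C. DiscoveRx reagent added for 30–60 minutes at room temperature; luminescence read, quantitative HTS format.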
MmCpn inh = Inhibitors of TCP-1 ring complex (TRiC) of Methanococcus maripaludis (MmCpn): qHTS; Chaperonin Mm-Cpn (Methanococcus maripaludis); 330,000 tested, 0.031% active; Potency, µM (series often up to 76.9 µM), inactives show at the highest dose activity, negative = inhibition, usual class: inhibitors; AID 504842, 2011; purified Mm-Cpn ATPase, ADP Transcreener TR-FRET; note: potency is the fitted concentration of half-maximal effect; % is set by controls: 0 for no effect and ±100 for the full control effect; nearly all actives have a fitted effect of over 80% in size
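Compound-treated chaperonin, 25 nM final, turns over 10 uM ATP at 37°C for 30 min following a 10 min preincubation; ADP generated competes with ADP-d2 for Eu-cryptate antibody, lowering FRET.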
PTHR1 agonist = qHTS for PTHR1 Agonists: Primary Screen. HEK293 GP2 PTHR1 cells, GloSensor cAMP luminescence, 1 h. Potency, µM (titrated, usually from 115 µM), inactives show at the top dose activation, hits mostly activators. Parathyroid hormone/parathyroid hormone-related peptide receptor (Homo sapiens), Q03431. AID 743266, 2014. 410,000 tested, 0.075% active; note: potency is the fitted concentration of half-maximal effect; nearly all actives have a fitted effect of over 55% in size; some results filed as inactive show a strong effect at the top dose; inactives centre near -15; many of its hits are not listed in these tables
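HEK-293-derived GP2 cells expressing PTHR1 and a GloSensor cAMP reporter, 3,000/well, plated overnight, given luciferin plus IBMX (each 0.5 mM as added) for 1 h at 37 °C, then compound for 1 h at 37 °C. Luminescence was read after 15 min at room temperature.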
pAkt inh = HTS Assay for Inhibitors of Akt Phophorylation: Primary Screen. AID 651550, 2012. 360,000 tested, 0.32% active. activity change, % for hits at 50 µM. Neuro2A IGF-stimulated pAkt S473 HTRF, 20 min; hits give low values; in the data active = activity change below about -80%; inconclusive = mostly about -51% to -80%; note: % is set by controls: 0 for no effect and ±100 for the full control effect
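Neuro2A cells in DMEM with 0.5% FBS, overnight at 37 deg C, given compound at single 50 µM final, then IGF (6 nM final) for 20 min at 37 deg C. Lysed; phospho-Akt Ser473 by HTRF after 24 h, 665/615 ratio.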
EPAC2 antag = qHTS for Antagonist of cAMP-regulated guanine nucleotide exchange factor 2 (EPAC2): primary screen. Rap guanine nucleotide exchange factor 4 (Homo sapiens), Q8WZA2. EPAC2 GEF exchange of Rap1B-BODIPY-GDP, fluorescence. Potency, µM (doses to about 114 µM), for inactives: top-dose activity, negative = inhibition, most hits filed as inhibitors. AID 720708, 2013. 360,000 tested, 0.18% active; note: potency is the fitted concentration of half-maximal effect; % is set by controls: 0 for no effect and ±100 for the full control effect; nearly all actives have a fitted effect of over 45% in size; many of its hits are not listed in these tables
* = called active by the depositor; i = inactive; ? = inconclusive; . = not tested or not shown; & = joins results of further samples; [ ] = dose if it differs, or a comment. Unless noted, calls come from the whole dose curve; as a rule, active = well fitted curve in the direction sought with a large enough effect; inconclusive = small, poorly fitted or top-dose-only effect, or another doubt; inactive = no such curve, though single readings can be large; an effect the other way counts as inactive or inconclusive.

SMILES	EPAC2 ag	DRD3 agonist	CCT chaperon mod	D3 antag	MmCpn inh	PTHR1 agonist	pAkt inh	EPAC2 antag
O=C(NCCCN1CCOCC1)c1cc2c([nH]c3ccccc32)c(-c2cccc(Br)c2)n1	11%	-1	-0.4	19	?	-42%[inhibitor]	i	-6%
COc1ccc(NC(=O)N(Cc2ccc3c(c2)OCO3)C2CC(=O)N(c3ccc(OC)cc3)C2=O)cc1 (stereo not drawn)	17%	-9	-4.3	16	-1%	-10%[57.5 µM]	i	-2%
COc1ccc(CNC(=O)CN(Cc2ccc(OC)cc2)C(=O)CCC(=O)Nc2ccccn2)cc1	10%	-2	-1.1	0	-2%	i	i	2%
Cc1ccc2c(c1)C(=O)N1[C@H]3c4ccccc4OC[C@@H]3[C@H](c3ccccc3)[C@]1(C)C(=O)N2	15%	-10	0.6	?	-1%	i	i	9%
CCN(CC)c1ccc(-c2nnc(SCC(=O)Nc3ccccc3C#N)n2-c2ccccc2)cc1	2%	5	-3.3	0	-7%	-20%[57.5 µM]	i	-6%
CCn1c(SCC(=O)N2CCN(C(=O)c3ccco3)CC2)nnc1C(C)C	12%	-6	-0.7	5	3%	i	i	7%
O=C(O)/C=C/C(=O)Nc1ccc(O)cc1	5%	4	-2.1	18	0%	i	i	-4%
CCN(Cc1ccccc1)S(=O)(=O)c1cc(C(=O)NC2CCCCCC2)ccc1OC	-4%	-20	0.9	-27	2%	-68%[inhibitor]	i	-1%
CC1(C)Cc2cccc(OC(=O)NCCc3ccc(F)cc3)c2O1	-1%	0	0.1	10	.	-18%	i	-10%
CC(C)=CC(=O)O[C@@H]1Cc2c(ccc3ccc(=O)oc23)OC1(C)C	9%	-20	-1.9	15	2%	-40%[inhibitor]	i	4%

Reprinted from the part before: 4 compounds; new compounds follow.
SMILES	EPAC2 ag	DRD3 agonist	CCT chaperon mod	D3 antag	MmCpn inh	PTHR1 agonist	pAkt inh	EPAC2 antag
O=C(O)/C=C/C(=O)Nc1ccc(O)cc1	5%	4	-2.1	18	0%	i	i	-4%
CCN(Cc1ccccc1)S(=O)(=O)c1cc(C(=O)NC2CCCCCC2)ccc1OC	-4%	-20	0.9	-27	2%	-68%[inhibitor]	i	-1%
CC1(C)Cc2cccc(OC(=O)NCCc3ccc(F)cc3)c2O1	-1%	0	0.1	10	.	-18%	i	-10%
CC(C)=CC(=O)O[C@@H]1Cc2c(ccc3ccc(=O)oc23)OC1(C)C	9%	-20	-1.9	15	2%	-40%[inhibitor]	i	4%
COc1ccc(C(=O)CCC(=O)N2CCN(c3cc(C)ccc3C)CC2)cc1	4%	1	1.7	-15	3%	-42%[inhibitor]	i	-8%
CCOC(=O)C(C)Oc1nc(Oc2ccccc2)nc(N(C)C)n1 (stereo not drawn)	3%	4	-1.2	1	-1%	-25%[57.5 µM]	i	4%
O=C(O)CSc1nnc(-c2ccc(Cl)cc2Cl)n1-c1ccccc1	4%	13	1.4	60	0%	i	i	-4%
Cc1nc(-c2ccccc2)sc1C1(C)CC(c2ccc(OC(F)(F)F)cc2)=NO1 (stereo not drawn)	-3%	-15	0.9	0	?	-17%	i	-12%
CCc1cc2c(=O)c(-c3ccc4c(c3)OCO4)coc2c(CN(C)C)c1O	2%	0	-1.2	5	1%	i	i	-6%
COc1ccc(Cc2nnc(SCC(=O)Nc3ccc(C)cc3C)[nH]c2=O)cc1	2%	-3	-0.3	-3	-1%	-14%	i	-3%
C=C(C)C1CCC(C)=C1COC(=O)Nc1ccccc1 (stereo not drawn)	5%	2	-1.9	9	2%	-18%	i	-11%
C=CCN(C(=O)Nc1ccc2c(c1)nc(C)n2C)c1ccccc1	3%	-7	-5.0	-23	-1%	13%	i	9%
CCn1cc(CCC(=O)NCc2cccc(OC)c2OC)c2ccccc21	11%	-14	-0.6	-10	-1%	-2%	i	8%
COc1cc(/C=C/C(=O)OCC(=O)NCCCc2ccccc2)cc(OC)c1OC	6%	-6	2.2	-20	-1%	i	i	-7%
O=C(O)C1(O)C[C@H](O)C(O)[C@@H](O)C1 (stereo partly drawn)	2%	18	-0.4	0	1%	-6%	i	-8%
CCOC(=O)c1cn(CC)c2cc(Cl)c([N+](=O)[O-])cc2c1=O	12%	3	3.6	0	1%	-8%	i	1%
CCOC(=O)c1ccc(N=Nc2c(C)c(C#N)c(O)[nH]c2=O)cc1	8%	6	-0.9	5	-1%	-12%	i	7%
CCOC(=O)C1=C[C@@H](C(C)(C)C)N(S(=O)(=O)c2ccc(OC)cc2)[C@H]1c1ccccc1	8%	5	-1.7	9	.	-31%[inhibitor]	i	-25%
COCCNC(=S)NNc1ccc(Cl)c(C(=O)O)c1	3%	2	3.1	4	1%	?	i	0%
O=C(Nc1nc2ccccc2n1Cc1ccc(Cl)cc1)c1ccco1	6%	-2	-0.6	-60*	0%	-13%[57.5 µM]	.	-5%
Cc1cccc(N=C2CCCC2C(=O)Nc2cccc(C)c2C)c1C (stereo not drawn)	-2%	2	-2.1	-6	.	i	i	1%
COc1ccc(S(=O)(=O)N2CCN(CC(=O)Nc3cccc(OC)c3)CC2)cc1	8%	-4	1.2	-11	-1%	i	i	-1%
O=C(O)C1=CCCNC1	-2%	-6	2.0	0	.	-17%	i	0%
CC(O)Cc1nsc(NC(=O)c2cccs2)n1 (stereo not drawn)	15%	-7	-2.6	-18	-1%	i	i	1%
Cc1cccc(-n2c(SCC(=O)NCc3ccc4c(c3)OCO4)nc3ccccc3c2=O)c1	-1%	5	1.7	9	2%	i	i	3%
N#C/C(=C/c1ccc(-c2ccc([N+](=O)[O-])cc2)o1)c1nnc(N2CCOCC2)n1-c1ccccc1	2%	5	-1.3	9	.	-12%	i	-4%
COCCn1nnnc1C(c1cc2cc(C)ccc2[nH]c1=O)N1CCN(C2CCCCC2)CC1 (stereo not drawn)	2%	-5	0.7	7	-1%	-2%[57.5 µM]	i	0%
Cc1ccc(NC(=O)c2nc[nH]c2C(=O)Nc2ccc(C)cc2)cc1	9%	-4	-5.0	5	1%	i	i	6%
Cc1ccc2c(c1)N(CC(=O)NCCCN1C(C)CCCC1C)C(=O)c1cccnc1O2 (stereo not drawn)	6%	-6	0.1	8	-5%	0%	i	8%
CCOc1ccc(N(CC(=O)NCc2ccccc2Cl)S(=O)(=O)c2c(C)[nH]c(=O)[nH]c2=O)cc1	1%	4&4	-2.8	4	-1%	-18%&-46%	i	-4%
O=C(Oc1ccc2c(c1)OCC2=O)c1ccc(Cl)cc1	6%	11	-9.0	-15	0%	-9%	i	-8%
COc1ccc(C(=O)Nc2ccc(N3CCOCC3)cc2)cc1S(=O)(=O)NC1CCCC1	-3%	2	-1.2	3	2%	-11%	i	-2%
Cc1ccccc1NC(=S)NC(=O)/C=C/c1ccco1	11%	-2	1.9	7	-3%	-22%	i	-15%
COC(=O)[C@@]1(C(C)C)N=C(c2cc(OC)c(OC)c(OC)c2)[C@]2(O1)C(=O)N(Cc1ccc(OC)cc1)c1ccc(Br)cc12	-14%	3	1.6	5	.	-11%	i	-7%
FC(F)(F)c1cccc(-c2cc3ccccc3nc2N2CCCC2)c1	13%	0	-6.9	-26	0%	i	i	-6%
CCOC(=O)CN(C(=O)CSc1nnc2c(n1)[nH]c1ccc(OC)cc12)c1ccc(F)cc1	3%	-7	-0.5	-65*	0%	?	i	0%
CCOC(=O)C1CCN(C(=O)CN2C(=O)c3ccccc3Sc3ncccc32)CC1	-6%	3	-1.1	5	0%	i	i	0%
CCOC(=O)C[C@H]1c2cc(F)ccc2S(=O)(=O)N1C1CCCC1	2%	20	-1.6	-17	.	i	i	9%
N#CCSc1ccccc1NC(=O)COC(=O)Cc1c[nH]c2ccccc12	6%	1	-0.6	16	2%	-11%	i	2%
CC(C)(C)OC(=O)NN1CC(=O)N2Cc3ccccc3C[C@@H]2C1=O	-2%	3	-0.6	28	1%	i	i	20%
CCOc1ccccc1C(=O)Nc1cccc(-c2nnc(-c3ccccc3)o2)c1	8%	-1	1.0	-20	0%	i	.	3%
COc1ccc(/C=C(\C#N)C(=O)NC(C)c2ccccc2)cc1O (stereo not drawn)	5%	-3	1.4	8	2%	-12%	i	2%
COCCNC(=S)N1CCN(Cc2cccc(OC)c2)CC1	2%	-4	-0.2	1	1%	-22%	i	-3%
CCn1cc(C(=O)N2CCOCC2)c(=O)c2cc(S(=O)(=O)N(C)C3CCCCC3)ccc21	-1%	0	-0.7	11	-2%	-11%	i	-3%
O=C(/C=C/c1cccnc1)c1cccc(O)c1	7%	-7	-3.9	-29	?	-17%	i	15%
O=c1c2ccsc2ncn1Cc1ccccc1F	-3%	1	-3.0	-2	1%	i	i	-6%
Fc1cccc(Nc2nc(Cl)nc(Cl)n2)c1	2%	-4	-0.6	2	-1%	1%	i	9%
COc1ccc(/C=C/c2c(-c3cccc(C)c3)oc3ccc(-c4ccc5c(c4)OCO5)cc23)cc1	3%	-3	-1.0	13	0%	-1%	i	18%
CCCC1S/C(=N/N=C/c2ccc(OC)cc2)N(Cc2ccccc2)C1=O (stereo not drawn)	6%	-6	0.2	-11	-18%	-2%	i	-4%
CCc1cccc(CC)c1NC(=S)NCCc1ccc(O)c(O)c1	11%	17	-2.0	3	-6%	-17%	i	-7%
CC1Cc2ccccc2N1C(=O)COC(=O)Cn1cnc2ccccc2c1=O (stereo not drawn)	-1%	-4	-0.3	3	1%	-26%	i	6%

Screening data deposited in PubChem BioAssay by National Center for Advancing Translational Sciences (NCATS).

A portion of the library; the hit share may differ from the screen's.
